# PGC1a acetyl inh – modulators of PGC1a acetylation; actives 0.17% (n = 350,000); inhibition, % at 15.6 µM; U2OS PGC1a acetylation, AlphaScreen anti-acetyl-lysine; with virally co-expressed GCN5 acetyltransferase;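 active = every replicate shows inhibition of at least 40%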;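 note: 0% = neutral control wells and 100% = positive control wells; some results beyond the cut were filed as inactive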
# ERAP1 HTS inh – blocks human ERAP1 aminopeptidase activity. Q9NZ08. recombinant ERAP1, Leu-AMC fluorescence, 60 min. inhibition, % at 10.7 µM. actives 0.15% (n = 340,000). AID 652197;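 active = mean replicate inhibition of at least 30%, or all replicates individually reaching that 30% level; inactive = mean below 30% and not every replicate reaching it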;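 note: 0% = neutral control wells and 100% = L-leucinethiol positive control wells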
# Target sequence (Q9NZ08 whole entry, looked up): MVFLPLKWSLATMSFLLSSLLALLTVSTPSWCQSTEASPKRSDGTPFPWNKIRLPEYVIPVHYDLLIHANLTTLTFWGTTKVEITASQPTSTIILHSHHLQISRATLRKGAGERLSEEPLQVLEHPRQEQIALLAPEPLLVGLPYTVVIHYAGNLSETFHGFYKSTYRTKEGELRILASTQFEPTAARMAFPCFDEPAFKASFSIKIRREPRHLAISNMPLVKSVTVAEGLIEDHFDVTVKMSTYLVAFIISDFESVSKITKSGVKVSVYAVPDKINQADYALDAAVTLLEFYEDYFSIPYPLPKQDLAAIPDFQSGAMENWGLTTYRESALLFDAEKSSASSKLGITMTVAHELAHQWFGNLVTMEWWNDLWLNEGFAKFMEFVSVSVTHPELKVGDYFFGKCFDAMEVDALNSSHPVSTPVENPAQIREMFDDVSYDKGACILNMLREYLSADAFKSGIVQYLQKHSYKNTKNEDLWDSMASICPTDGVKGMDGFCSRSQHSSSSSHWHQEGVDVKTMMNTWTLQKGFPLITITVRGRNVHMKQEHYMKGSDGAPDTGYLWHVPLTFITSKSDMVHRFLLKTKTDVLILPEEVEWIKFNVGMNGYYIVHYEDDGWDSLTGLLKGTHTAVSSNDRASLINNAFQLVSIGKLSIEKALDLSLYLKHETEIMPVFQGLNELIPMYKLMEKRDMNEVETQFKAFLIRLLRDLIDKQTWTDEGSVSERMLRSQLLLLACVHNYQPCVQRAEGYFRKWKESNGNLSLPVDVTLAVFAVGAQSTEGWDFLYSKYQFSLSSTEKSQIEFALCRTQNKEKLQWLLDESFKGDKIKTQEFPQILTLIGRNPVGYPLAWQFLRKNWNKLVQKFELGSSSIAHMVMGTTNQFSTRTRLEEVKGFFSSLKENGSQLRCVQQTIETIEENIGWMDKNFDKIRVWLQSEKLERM
# S100A4 inh HTS – S100A4-myosin IIA interaction inhibition | P26447 | AID 652163 | actives 0.14% (n = 360,000) | inhibition, % at 10.7 µM | S100A4/TAMRA-MyoIIA peptide fluorescence polarization;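 active = mean inhibition of at least 70% across replicates, with every replicate also reaching that level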
# Target sequence (P26447 whole entry, looked up): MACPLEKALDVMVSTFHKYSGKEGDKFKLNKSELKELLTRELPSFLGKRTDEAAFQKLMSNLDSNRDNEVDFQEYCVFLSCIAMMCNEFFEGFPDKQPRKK
#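 Material: S100A4 monomer protein | Medium: HEPES pH 7.2 with CaCl2, KCl, NaCl, DTT, Triton | Reagent: Labelled myosin peptide probe, 5 nM | Doses: One dose per compound | Times: 5 min incubation before reading | Benchmarks: Neutral control DMSO, positive control TFP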
# EWS-Fli inh – inhibitors of EWS/Fli oncoprotein transcriptional activity. A673 NR0B1-luciferase reporter, viability-normalised. inhibition, % at 12.6 µM. actives 0.67% (n = 350,000). AID 651661;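 active = mean inhibition of at least 50% after viability correction, with every replicate also passing that limit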;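 note: firefly luciferase signal divided by Alamar Blue viability fluorescence both relative to DMSO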
# PAX8 inh HTS – PAX8 transcriptional activity inhibition | RMG-I TPO-luciferase reporter, SteadyGlo, 24 h | inhibition, % at 12.6 µM | actives 1.2% (n = 360,000) | AID 652154;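 active = mean replicate inhibition at least 60% with every replicate also reaching 60%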;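 note: luciferase light reporting Pax8 driven TPO promoter activity; plate controls were median of neutral control wells for no effect and mitoxantrone controls for full effect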
# PglD DTNB – blocks C. jejuni PglD acetyltransferase activity | inhibition, % at 12.5 µM | purified PglD enzyme, DTNB colorimetric CoA detection | actives 0.098% (n = 360,000); in the data active = inhibition above about 16%, passing the limit was not always enough; note: strong numbers were not always called active
# LGR2 antag – inhibitors of bursicon-induced Drosophila LGR2 receptor cAMP signaling. HEK293 LGR2, CRE-luciferase, bursicon-stimulated, 4 h. inhibition, % at 9.99 µM. actives 0.35% (n = 380,000). AID 720647;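 active = drop in luminescence signal, shown as inhibition above about 50% in the replicate tests, limit read from the data, passing the limit was not always enough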;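 note: agonist challenge used bursicon conditioned medium at about half maximal strength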
# FN deposit inh – fibronectin deposition inhibition; actives 0.086% (n = 350,000); inhibition, % at 12.6 µM; AH1F fibroblasts, Alexa488-fibronectin deposition fluorescence, overnight;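 active = mean inhibition across replicates of 30% or more, regardless of how many single replicates reach that level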;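 note: positive control wells lacked labelled fibronectin entirely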
#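 Measured by – fluorescence 485/525 nm · System – AH1F fibroblast monolayer, labelled fibronectin deposition · Amount – 10000 cells per well · Buffer or medium – serum-reduced DMEM (2% serum) · Doses – single dose, pinned · Also added – fluorescent fibronectin at 24 nM final · Schedule – 1 h cell attachment, overnight exposure to compound and label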
# Numbers without * were called inactive; . = no result given; & = joins results of further samples.
SMILES,PGC1a acetyl inh,ERAP1 HTS inh,S100A4 inh HTS,EWS-Fli inh,PAX8 inh HTS,PglD DTNB,LGR2 antag,FN deposit inh
COc1cccc(CN2CC(C(=O)NCc3ncc(C)[nH]3)CCC2=O)c1 (centres undefined),-8,3,-4,.,1,0,5,-9
CSc1cccc(NC(=S)N2CCC(N(C)C3CCCC3)CC2)c1,-1,1,-1,1,-3,3,-6,2
CSc1ncc2c(=O)[nH]c(-c3ccccc3)nc2n1,-3,-1,-7,0,-1,-2,-8,1
O=C(CCCc1nc(-c2ccc(Cl)cc2)no1)NC1CCCCC1,.,2,-3,41,-12,-3,0,-10
COc1cc(-n2c(C)nc3cccnc32)c(Cl)cc1C(=O)O,1,-2,-3,-8,-16,2,-14,4
Nc1nc(-c2ccco2)nn1C(=O)c1ccc(F)cc1,0,4,-4,-3,-9,2,7,-7
COc1cccc(NC(=O)Nc2cccc(C)n2)c1,8,0,4,-94,-116,-11,-42,5
O=C(N/N=C/c1ccc(N2CCOCC2)cc1)c1ccncc1,-15,3,-4,-3,10,-4,-6,12
C[C@H](CO)N1C[C@H](C)[C@@H](CN(C)C(=O)Nc2ccc3c(c2)OCO3)OCCCC[C@H](C)Oc2ccc(NC(=O)C3CCCCC3)cc2C1=O,-4,1,-6,-18,.,2,6,.
Cc1ccc(CCNC(=O)C2CCN(S(=O)(=O)N3CCCCC3)CC2)cc1,-7,1,-6,-3,2,4,14,-3
O=C(Nc1nnc([C@@H]2C[C@H](O)[C@@H](CO)O2)s1)Nc1cccc2ccccc12,1,-3,-12,-14,.,-7,2,4
CCN(CC(=O)Nc1ccc(S(=O)(=O)N2CCCCC2)cc1)Cc1ccccc1,.,4,-9,17,-9,2,-3,-1
CCN=C1SC(C(=O)Nc2cc(Cl)cc(Cl)c2)CC(=O)N1CC (centres undefined),-4,0,1,-3,-4,0,-17,5
O=C(Nc1ccccc1)Nc1ccc(Nc2ccccc2)cc1,-1,-1,-1,-70,-72,5,-54,0
CCN(CC)c1ccc(C(=O)O)cc1,.,-7,-5,9,-2,.,26,12
O=C(CCl)Nc1ccc2c(c1)OCO2,-10,-1,3,21,-7,-5,-43,.
C[C@H]1COc2cccc(N3CCSCC3)c2S(=O)(=O)N1,.,-5,-1,1,9,.,-4,-12
COc1ccc(NC(=O)Nc2ccc3c(c2)C(=O)N([C@@H](C)CO)C[C@@H](C)[C@@H](CN(C)C(=O)Nc2ccc(C(F)(F)F)cc2)O3)cc1,-7,-1,-8,-7,.,11,12,.
COCC#Cc1ccc2c(c1)O[C@H](CN(C)C(C)=O)[C@H](C)CN([C@@H](C)CO)S2(=O)=O,7,-1,-40,-4,.,-1,6,-16
COc1ccc2c3c([nH]c2c1)[C@H](CO)N(C(=O)CN1CCOCC1)CC31CCN(Cc2ccccc2)CC1,.,1,9,-4,.,.,13,.
O=C(COC(=O)CCC(=O)c1ccc(F)cc1)Nc1nnc(-c2ccccc2)o1,.,-1,0,-1,-16,-1,11,-2
O=C(Nc1ccc2c(c1)[C@@H]1C[C@H](CC(=O)N3CCc4ccccc4C3)O[C@@H](CO)[C@@H]1O2)C1CCOCC1,-4,5,0,-6,-3,2,2,.
CC(O)c1nc2ccccc2n1Cc1ccccc1 (centres undefined),8,1,1,1,6,5,-10,4
CC(C)(C)c1ccc(C(=O)OC/C(O)=C(\C#N)c2nc3ccccc3s2)cc1,.,13,12,-3,12,.,-8,0
CN1CCN(c2nc3c(c(=O)[nH]c(=O)n3C)n2Cc2ccc([N+](=O)[O-])cc2)CC1,.,0,-1,8,19,5,-3,-1

# Arranged by the number under LGR2 antag (low to high): five from the list above.
Molecule	PGC1a acetyl inh	ERAP1 HTS inh	S100A4 inh HTS	PglD DTNB	LGR2 antag
CCN=C1SC(C(=O)Nc2cc(Cl)cc(Cl)c2)CC(=O)N1CC (centres undefined)	-4	0	1	0	-17
CSc1cccc(NC(=S)N2CCC(N(C)C3CCCC3)CC2)c1	-1	1	-1	3	-6
O=C(Nc1nnc([C@@H]2C[C@H](O)[C@@H](CO)O2)s1)Nc1cccc2ccccc12	1	-3	-12	-7	2
COCC#Cc1ccc2c(c1)O[C@H](CN(C)C(C)=O)[C@H](C)CN([C@@H](C)CO)S2(=O)=O	7	-1	-40	-1	6
Cc1ccc(CCNC(=O)C2CCN(S(=O)(=O)N3CCCCC3)CC2)cc1	-7	1	-6	4	14

# (further entries)
SMILES,PGC1a acetyl inh,ERAP1 HTS inh,S100A4 inh HTS,EWS-Fli inh,PAX8 inh HTS,PglD DTNB,LGR2 antag,FN deposit inh
COc1ccc(S(=O)(=O)N(C)C)cc1NC(=O)COC(=O)CC1CCCC1,.,-1,0,-1,7,.,-24,-1
C[C@@H](NC(=O)C[C@@H]1CC[C@H](NC(=O)Cc2ccccn2)[C@H](CO)O1)c1ccccc1,5,-1,44,-4,-14,-3,-14,-3
CC(C)CC#Cc1ccc2c(c1)O[C@@H](CN(C)Cc1cccnc1)[C@H](C)CN([C@@H](C)CO)S2(=O)=O,4,-1,-2,36,.,2,24,-7
CC(C)(C)N=C1NN=C(c2ccc(Cl)cc2)CS1,.,.,-5,-52,-191,.,-31,-8
COCC(C)NC(=O)C(C)N1c2cccc3cccc(c23)S1(=O)=O (centres undefined),13,6,1,-2,8,6,5,-2
C[C@H]1CN([C@@H](C)CO)C(=O)c2cccc(NS(=O)(=O)c3cccs3)c2O[C@H]1CN(C)C(=O)Nc1ccc2c(c1)OCO2,-7,0,-4,8,.,0,-20,.
COc1ccc(NC(=O)CCCNC(=O)c2ccc(Cl)cc2)cc1S(=O)(=O)N1CCOCC1,.,-2,-7,-4,2,2,-1,-9
CCCc1nc(N)c(C#N)c(-c2cccnc2)c1CC,1,-1,-1,2,14,-2,-17,0
CCc1ccc(C2NC(=O)c3ccccc3O2)cc1 (centres undefined),-12,1,0,0,0,4,-9,-3
CO[C@@H]1CN(C)C(=O)c2cc(NC(C)=O)ccc2OC[C@H](C)N(C(=O)CC2CC2)C[C@@H]1C,-4,0,6,3,.,0,8,-4
OC[C@@H]1[C@H](c2ccc(-c3ccc(F)cc3)cc2)[C@@H]2CN(Cc3cccnc3)CCCCN12,6,-1,1,-3,0,5,5,.
C[C@@H]1CN([C@@H](C)CO)C(=O)c2cccc(NC(=O)C3CCCCC3)c2O[C@@H]1CN(C)Cc1ccc(Cl)c(Cl)c1,4,1&1,-10&4,5&10,37,-3&7,50&17,-14&1
COc1ccc(CN(C)C[C@H]2OCCCC[C@H](C)Oc3ccc(NS(=O)(=O)c4ccc(Cl)cc4)cc3C(=O)N([C@H](C)CO)C[C@H]2C)cc1,-17,-3,-6,12,65*,2,8,-3
CN1C(=O)c2cc(NC(=O)c3ccc(C#N)cc3)ccc2OC[C@H]2O[C@@H](CC(=O)NCc3ccc4c(c3)OCO4)CC[C@@H]21,.,0,4,0,5,11,26,7
CC(C)CN1CCC(=O)NC1=S,11,-3,0,-1,20,-1,-11,.
Cc1ccc(S(=O)(=O)C(C#N)c2nc3ccccc3nc2OCCO)cc1 (centres undefined),10,0,-1,1,3,.,4,8
COc1ccc2nc(N3CCCC3)[nH]c2c1,-3,.,.,.,.,-1,3,-10
Cc1cccc(OCC(O)Cn2c(=N)n(CCN3CCCCC3)c3ccccc32)c1 (centres undefined),-38,.,.,.,19,-2,.,15
COc1cccc(COC(=O)C2CCN(S(=O)(=O)c3cccs3)CC2)c1OC,.,0,0,-5,-8,3,3,1
COc1cccc(NC(=O)N(C)C[C@@H]2OCc3ccccc3-c3ccccc3C(=O)N([C@@H](C)CO)C[C@H]2C)c1,0,2,-3,0,-4,-1,13,3
COc1ccccc1-c1ccc2c(c1)[C@@H]1C[C@H]3[C@@H](CN1CC2)[C@H](C)ON3C,.,2,-7,-16,-4,.,-3,1
COc1ccc(S(=O)(=O)N2CCCCN3[C@H](C2)[C@H](c2ccc(-c4cccnc4)cc2)[C@@H]3CO)cc1,0,0,8,.,18,-4,10,.
CCN1CCN(S(=O)(=O)c2ccc(Cl)c(C(=O)N(C)C(c3ccccc3)c3ccccc3)c2)CC1,6,6,6,12,13,3,-6,-9
C[C@@H]1CCCCO[C@@H](CN(C)C(=O)Nc2ccccc2)[C@@H](C)CN([C@H](C)CO)C(=O)c2cc(NC(=O)Nc3ccc4c(c3)OCO4)ccc2O1,28,-2,14,4,-5,0,-6,-6
C[C@H]1CN([C@@H](C)CO)C(=O)Cc2cc(NC(=O)Nc3cccc4ccccc34)ccc2O[C@@H]1CN(C)C,0,-3,-3,.,-6,0,7,.
# The list goes on:
SMILES,PGC1a acetyl inh,ERAP1 HTS inh,S100A4 inh HTS,EWS-Fli inh,PAX8 inh HTS,PglD DTNB,LGR2 antag,FN deposit inh
CCCNC(=O)C1(C)CCCN(C(=O)c2cccc(OC(C)=O)c2C)C1 (centres undefined),5,-3,-9,-5,11,2,22,.
O=C(CC1C(=O)NCCN1C/C=C/c1ccccc1)NCCc1cnccn1 (centres undefined),1,-2,3,0,-15,-5,-10,.
COc1cc(CNCCc2ccccc2)cc(Br)c1OCC(=O)Nc1ccccc1C,.,-1,3,15,29,.,23,1
Cc1ccc(NC(=O)CN(C)CC(=O)Nc2ccc(F)c(Cl)c2)cc1,0,0,-6,-4,8,1,-1,-3
Cc1nc2ccccn2c1C(=O)N/N=C/c1ccc(F)cc1,.,1,-10,-13,3,8,-12,3
CC1(OC(=O)CCc2ccccc2)C(=O)C=C2C=C(c3ccc(C#N)cc3)N(C3CCCCC3)C=C2C1=O (centres undefined),.,1,2,-7,7,0,29,-1
C[C@H]1CN([C@@H](C)CO)C(=O)c2cccc(NC(=O)Nc3ccccc3)c2O[C@@H]1CN(C)C,3,4,8,-23,-23,-1,2,-4
C[C@H](CO)N1C[C@H](C)[C@@H](CN(C)C(=O)Nc2ccc3c(c2)OCO3)Oc2c(NS(=O)(=O)c3ccccc3)cccc2C1=O,8&-6,-1&-3,0&6,-3&-3,-7,2&-1,-16&7,15
CCCC(=O)Nc1c(C)n[nH]c1C,1,.,.,.,11,0,.,-1
COc1ccc(CN2C[C@H](O)COC[C@H]3O[C@H](CC(=O)NCc4ccncn4)CC[C@@H]32)cc1,3,2,-5,7,7,-1,5,2
O=C(CC(Nc1ccccc1)c1ccccc1)C1CC1 (centres undefined),.,-1,-27,5,-16,.,-4,-3
CC(=O)n1cc([C@@H]2C=C(C(=O)N3CCN(Cc4ccccc4)CC3)O[C@H](OCc3ccc(CO)cc3)C2)c2ccccc21,-5&-9,-1&3,-5&-7,22&15,8&19,0,-16,4
Cc1csc(NC(=O)Cc2ccccc2[N+](=O)[O-])n1,2,1,-1,-3,-4,.,.,6
CCC(=O)N1CC2(C1)[C@H](c1ccc(-c3ccc(C)cc3)cc1)[C@H](CO)N2S(C)(=O)=O,8,-1,-26,-1,.,.,1,.
CC(C)CCn1c(=O)c2sccc2n2c(CCCC(=O)N3CCN(c4ccccn4)CC3)nnc12,0,-2,-6,-6,2,2,-8,-2
CC1Sc2ccc(C(=O)O)cc2NC1=O (centres undefined),12,.,.,.,1,-1,.,2
COc1ccc(/C=C2\C(=O)NC(=S)N2C(=O)c2ccc(F)cc2)cc1,.,.,.,.,-41,-3,-31,-1
O=C(CSc1nc2[nH]ncc2c(=O)[nH]1)Nc1ccc(Cl)c(Cl)c1,.,-11,-2,2,-7,.,-12,-6
C[C@H]1CN([C@@H](C)CO)S(=O)(=O)c2ccc(C#Cc3ccncc3)cc2O[C@H]1CN(C)C(=O)C1CCCCC1,2,-2,-5,6,76*,0,-8,.

# An excerpt from above, limited to LGR2 antag:
canonical_smiles	LGR2 antag
COc1ccc(S(=O)(=O)N(C)C)cc1NC(=O)COC(=O)CC1CCCC1	-24
C[C@@H](NC(=O)C[C@@H]1CC[C@H](NC(=O)Cc2ccccn2)[C@H](CO)O1)c1ccccc1	-14

# Assay outcomes: PubChem, Broad Institute
